GRP78 ERSR act: induces the endoplasmic reticulum stress response in human glioma cells | Potency, µM, inactives show at the highest dose activation, most hits filed as activators | U87-MG GRP78 promoter luciferase reporter, 16 h | 420,000 compounds, 0.02% hits | AID 602332; also: potency is read from the fitted curve at half-maximal effect; series mostly up to about 76 µM; % of control where 0% means no effect; nearly all actives have a fitted effect of over 35% in size
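ERSR induction read as luciferase luminescence (Bright-Glo, 10 min at room temperature) in stably transfected human U87-MG glioma cells exposed to compounds for 16 h, using GRP78 as sensor.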
Vif-A3G inh: blocks the Vif interaction with human APOBEC3G; Q9HC16; HeLa A3G-eYFP + Vif (tagged APOBEC3G with the HIV-1 protein that degrades it), YFP fluorescence, overnight; Potency, µM (top dose mostly 46.1 µM), for the others: top-dose activity, negative = active, actives largely listed as inhibitors; 410,000 compounds, 0.076% hits; AID 602310;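 also: potency is read from the fitted curve at half-maximal effect; % is scaled to controls: 0 for no effect and ±100 for the full control effect; nearly all actives have a fitted effect of over 60% in size; hits raise eYFP signal because A3G escapes Vif-driven loss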
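Read-out is eYFP fluorescence (Ex 488/Em 500-530) from Vif-expressing HeLa A3G-eYFP cells; more signal means A3G escaped Vif-mediated degradation. Cells plated overnight, compound pinned in, incubated overnight at 37 deg C.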
D2 potentiator: D2 dopamine receptor (human) potentiation; 340,000 compounds, 0.34% hits; potentiation, % at 10 µM; P14416; AID 485347; HEK293 T-REx D2, calcium flux, EC20 dopamine potentiation;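 active = potentiation over 3 SD above the plate norm, cut at about 30% in these data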; also: 0% is about no effect
Target sequence (P14416 whole entry, looked up): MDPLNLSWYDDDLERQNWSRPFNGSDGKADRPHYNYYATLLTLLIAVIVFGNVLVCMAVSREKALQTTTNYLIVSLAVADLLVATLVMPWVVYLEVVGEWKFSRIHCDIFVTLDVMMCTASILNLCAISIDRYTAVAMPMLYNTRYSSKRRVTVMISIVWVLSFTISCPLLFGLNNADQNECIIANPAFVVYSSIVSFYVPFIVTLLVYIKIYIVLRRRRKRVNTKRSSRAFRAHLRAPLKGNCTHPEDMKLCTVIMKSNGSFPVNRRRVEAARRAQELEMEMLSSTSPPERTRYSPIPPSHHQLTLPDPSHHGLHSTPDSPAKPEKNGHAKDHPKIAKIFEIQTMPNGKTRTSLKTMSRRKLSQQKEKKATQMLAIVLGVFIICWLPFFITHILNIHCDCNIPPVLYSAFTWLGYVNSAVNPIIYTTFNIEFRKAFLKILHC
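Cells plated with tetracycline inducer and held overnight at 30 C; calcium dye loaded 30–90 min at room temperature; baseline taken, compound added and read 180 s; EC20 dopamine then added and read 180 s.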
D1 antagonist: human D1 dopamine receptor antagonism | HEK293 TREx D1 cells, calcium flux, dopamine EC80; stronger effect = lower value | activity change, negative = inhibition, % at 10 µM | 360,000 compounds, 3.2% hits | AID 504652; in the data active = activity change below about -30%; also: % is scaled to controls: 0 for no effect and ±100 for the full control effect
Target sequence (P21728 whole entry, looked up): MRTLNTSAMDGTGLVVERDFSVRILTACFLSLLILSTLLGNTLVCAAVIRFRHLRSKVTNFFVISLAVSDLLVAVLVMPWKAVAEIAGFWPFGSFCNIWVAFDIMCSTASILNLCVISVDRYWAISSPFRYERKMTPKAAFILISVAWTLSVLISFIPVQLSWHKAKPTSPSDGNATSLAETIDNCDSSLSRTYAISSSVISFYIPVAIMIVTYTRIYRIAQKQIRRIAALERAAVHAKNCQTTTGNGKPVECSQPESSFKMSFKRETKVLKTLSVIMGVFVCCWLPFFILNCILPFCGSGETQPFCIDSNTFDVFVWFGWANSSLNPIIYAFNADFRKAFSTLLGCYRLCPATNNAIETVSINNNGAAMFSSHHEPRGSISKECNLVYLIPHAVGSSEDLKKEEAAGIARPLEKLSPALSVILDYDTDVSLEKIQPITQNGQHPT
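Cells carrying a force-coupled, tetracycline-inducible human D1 receptor report calcium flux. Each well gets a 10 s baseline, compound with 180 s monitoring, then an EC80 dopamine stimulus with a second 180 s kinetic read.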
D1 agonist: human D1 receptor agonism | P21728 | HEK293 T-REx D1 cells, calcium flux, agonist mode | 360,000 compounds, 1% hits | activation, % at 2 µM; in the data active = activation above about 30%; also: 0% is about no effect
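Inducible HEK293 T-REx D1 cells, force-coupled to calcium signalling, were plated at 4000 cells/well with tetracycline and held overnight at 30 C. After no-wash calcium dye loading, compound-evoked calcium rise over 180 s flagged agonists.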
Vif-A3F inh: inhibitors of Vif-A3F interaction; Potency, µM (highest dose often 46.1 µM), without a hit: top-dose activity, negative = active; HeLa A3F-eYFP + Vif (tagged APOBEC3F with the HIV-1 protein that degrades it), YFP fluorescence increase; AID 602313; 390,000 compounds, 0.2% hits; also: potency is read from the fitted curve at half-maximal effect; % of control where 0% means no effect; nearly all actives have a fitted effect of over 65% in size
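HeLa cells stably expressing Vif plus C-terminally eYFP-tagged A3F were seeded, incubated overnight at 37 deg C, dosed with compound, incubated overnight again at 37 deg C. Yellow fluorescence (Ex 488/Em 500-530) reported blocked Vif-mediated A3F-eYFP degradation.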
D1 PAM: potentiators of human D1 dopamine receptor. P21728. HEK293 TREx D1 cells, calcium flux, dopamine EC20 potentiation. potentiation, % at 10 µM. 360,000 compounds, 0.036% hits. AID 504651; in the data active = potentiation above about 30%; also: 0% is about no effect
LDHA inh: inhibitors of human lactate dehydrogenase A | activity change, % (values are at about 110 or 230 µM) | 480,000 compounds, 0.15% hits | purified LDHA, NADH/diaphorase-resazurin fluorescence; stronger effect = lower value; in the data active = activity change below about -30%; inconclusive = mostly about -25% to -30%;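 also: plate controls were DMSO wells for no effect and wells without enzyme for full effect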
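Human LDH5 at 2 nM final in Tris HCl pH 7.4 with 0.06 mM NADH and 0.2 mM pyruvate, reacted 5 minutes at room temperature. Remaining NADH coupled via diaphorase/resazurin; resorufin fluorescence read at 0 and 20 minutes, normalized to enzyme-free and DMSO wells.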
RXFP1 ag: agonists of human relaxin receptor RXFP1; HEK293T-RXFP1 cAMP TR-FRET, 30 min; response scale: percent of porcine relaxin response, buffer zero; 370,000 compounds, 0.3% hits; Q9HBX9; Potency, µM (doses to about 57.5 µM), for inactives: at the top dose activation, most hits filed as activators; AID 2676; also: potency is read from the fitted curve at half-maximal effect; % is scaled to controls: 0 for no effect and ±100 for the full control effect; nearly all actives have a fitted effect of over 60% in size; many of its hits are not listed in these tables
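cAMP rise read by TR-FRET after 30 min, 37C compound exposure (up to 58 uM) in RXFP1-transfected HEK293 cells with Ro 20174 present. EC50 from Hill-equation fits, with 29 nM porcine relaxin as 100% and buffer as basal.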
Numbers without * were called inactive; ? = inconclusive; nt = no result given. Unless noted, calls follow the shape of the dose curve; as a rule, active = well fitted curve in the direction sought with a large enough effect; inconclusive = small, poorly fitted or top-dose-only effect, or another doubt; inactive = no such curve, though single readings can be large; an effect the other way counts as inactive or inconclusive. The list is partial (hit frequency here may not be typical).

Order of results: D1 agonist, GRP78 ERSR act, D2 potentiator, RXFP1 ag, D1 antagonist, Vif-A3F inh, D1 PAM, LDHA inh, Vif-A3G inh
> CC(C(=O)O)n1nc2ccccc2n1 (centres undefined)
    2, -4%, 4, 0.6%, 21, 6%, -2, 2, 2%
> CN1CC(C(=O)O)Cc2c1ccc1ccccc21 (centres undefined)
    1, -4%, 6, 1.7%, -1, 24%, -4, 39, 0%
> Cc1ccc(S(=O)(=O)NCC(=O)Nc2cccnc2)cc1C
    nt, -3%, nt, nt, nt, -2%, nt, -6, 1%
> O=C(NC1CCCC1)c1ccccc1OCc1ccccc1
    1, -4%, 4, -1.6%, -9, -3%, 1, -5, 1%
> Cc1nn(-c2ccccc2)c(Cl)c1C1C(C#N)=C(N)Oc2n[nH]c(C)c21 (centres undefined)
    3, -7%, 1, -0.2%, 0, 2%, -2, -7, -4%
> COc1ccc(C2(CNC(=O)c3cccc([N+](=O)[O-])c3)CCOCC2)cc1OC
    1, -2%, -6, 1.2%, -15, 6%, 0, -8, -4%
> Clc1ccc(Cn2nnc(-c3ccccc3)n2)cc1
    -1, 2%, 16, -1.4%, -2, 4%, -1, -1, -1%
> C/C(=N/NC(=O)c1ccoc1C)c1cccc(NC(=O)C2CC2)c1
    4, 7%, -2, 0.6%, 1, 9%, -3, -1, 0%
> N#Cc1ccc(CN2CCN(CC(=O)NCCc3ccc(Cl)cc3Cl)CC2)cc1
    14, -2%, 6, -0.8%, -15, -15%, -8, 4, 4%
> CNC(=O)c1c(NC(=O)CCS(=O)(=O)c2ccccc2)sc2c1CCN(C(=O)OC)C2
    1, 2%, -1, 2.0%, -7, 9%, -5, 0, 1%
> Cc1oc2c(c1C(=O)Nc1ccc(OC(F)(F)F)cc1)C1=NCCN1C=N2
    8, -1%, -1, -0.2%, 2, 2%, -5, 0, -1%
> COc1ccc(/C(O)=C2/C(=O)C(=O)N(CCCN3CCOCC3)C2c2ccc(OC)cc2)cc1 (centres undefined)
    1, -5%, 6, 3.7%, 0, -1%, 8, -3, 4%
> O=C(COc1cccc2ccccc12)N/N=C/c1ccco1
    4, 3%, 9, 0.3%, -9, -6%, -1, -3, -1%
> CCCCC(=O)N(c1ccc(C)c(C)c1)C1C=CS(=O)(=O)C1 (centres undefined)
    2, -2%, 7, 0.8%, 12, -3%, -1, -9, -1%
> CC(=O)[C@H]1[C@@H]2C(=O)N(c3cccc(Cl)c3)C(=O)[C@@H]2[C@H]2c3ccccc3C=CN21
    6, 7%, 2, 4.4%, 19, -4%, -2, 15, -9%
> O=C(Nc1ccc(F)cc1)Nc1nnc(Cc2ccccc2F)s1
    2, -3%, 0, 1.8%, 12, 0%, -2, -2, 3%
> COc1ccccc1NC(=O)C1CCCN(c2cnccn2)C1 (centres undefined)
    0, -1%, 0, 1.0%, 1, -12%, 0, -3, -2%
> O=C(Cn1cnc2c(NCc3ccccc3)ncnc21)NCCCc1ccccc1
    nt, 1%, nt, nt, nt, 11%, nt, -6, 7%
> CC1CC(=O)c2cn3c(nc2C1)nc1ccccc13 (centres undefined)
    2, -3%, 0, 15%, 0, -3%, -8, 14, 3%
> O=C(O)CCCn1cc(NC(=O)c2sc3ccccc3c2Cl)cn1
    1, -10%, -1, 5.6%, -12, 1%, 2, 0, -15%
> COC(=O)C/C=C/[C@@H](C)[C@@H](/C=N/OCC[C@@H]1C=C[C@H](OC(C)=O)[C@@H](COC(C)=O)O1)NS(=O)(=O)c1ccc(C)cc1
    -3, nt, 0, -0.8%, 20, nt, -3, nt, nt
> CC(C)C(=O)NC(CC(=O)O)c1ccccc1 (centres undefined)
    1, -2%, -7, 0.8%, 6, 0%, -4, -5, 6%
> Cc1cc(Nc2ccc(Br)c(C)c2)n2nc(C)nc2n1
    1, -3%, 13, 0.2%, 2, -11%, 3, -2, -1%
> CCn1nc(NC(=O)C(C)C)c2cc3cccc(C)c3nc21
    3, -5%, -3, 7.5%, 17, -7%, 4, -2, 0%
> S=C(NCc1cccs1)Nc1ccc(Cl)cc1
    21, 0%, -9, 0.7%, -26, 0%, -10, -10, 0%
> Cc1cccc(NC(=O)CN(C)S(=O)(=O)c2ccc(Br)cc2)n1
    0, -2%, -6, 0.5%, 9, -17%, 0, -1, 1%
> Cn1c(CC(=O)NNC(=O)c2ccccc2F)nc2ccccc21
    -1, -3%, 7, 1.0%, -11, -1%, -3, 4, 1%
> O=C(COC(=O)c1ccc(O)cc1)NC(c1ccccc1)c1ccccc1
    nt, -3%, nt, nt, nt, 9%, nt, -4, -4%
> CCOc1ccc(-c2nc(SCC(=O)Nc3ccc4c(c3)OCO4)c(-c3ccc(F)cc3)[nH]2)cc1
    2, 0%, 6, 3.1%, -13, ?, 0, 1, -1%
> Fc1ccccc1COc1cccc2cccnc12
    nt, -5%, nt, nt, nt, -18%, nt, -5, -3%

Entries of single compounds, looked up by structure. Order of screens: D1 agonist, GRP78 ERSR act, D2 potentiator, RXFP1 ag, D1 antagonist, Vif-A3F inh, D1 PAM, LDHA inh, Vif-A3G inh
Entry for COC(=O)C/C=C/[C@@H](C)[C@@H](/C=N/OCC[C@@H]1C=C[C@H](OC(C)=O)[C@@H](COC(C)=O)O1)NS(=O)(=O)c1ccc(C)cc1 : -3, nt, 0, -0.8%, 20, nt, -3, nt, nt
Entry for COc1ccccc1NC(=O)C1CCCN(c2cnccn2)C1 (centres undefined) : 0, -1%, 0, 1.0%, 1, -12%, 0, -3, -2%
Entry for Cc1cc(Nc2ccc(Br)c(C)c2)n2nc(C)nc2n1 : 1, -3%, 13, 0.2%, 2, -11%, 3, -2, -1%
Entry for Cc1nn(-c2ccccc2)c(Cl)c1C1C(C#N)=C(N)Oc2n[nH]c(C)c21 (centres undefined) : 3, -7%, 1, -0.2%, 0, 2%, -2, -7, -4%
Entry for COc1ccc(/C(O)=C2/C(=O)C(=O)N(CCCN3CCOCC3)C2c2ccc(OC)cc2)cc1 (centres undefined) : 1, -5%, 6, 3.7%, 0, -1%, 8, -3, 4%

More compounds.
Order of results: D1 agonist, GRP78 ERSR act, D2 potentiator, RXFP1 ag, D1 antagonist, Vif-A3F inh, D1 PAM, LDHA inh, Vif-A3G inh
> c1ccc(OCc2nn3c(-c4ccccn4)nnc3s2)cc1
    4, 4%, -5, -1.0%, 0, 2%, 2, -7, 0%
> CCCCOC(=O)Nc1ccc(OC)cc1S(=O)(=O)N1CCOCC1
    4, -4%, -2, 0.6%, 8, 5%, 2, -4, 2%
> CN(C(=O)Nc1cnccc1C(F)(F)F)C1CCCCC1
    1, -3%, 3, -2.7%, 7, 10%, 1, 1, 2%
> CCC1=Nc2cc(C(=O)NCCN3CCOCC3)ccc2Sc2ccc(C)cc21
    2, -5%, -3, 3.0%, 24, -21%, -4, 1, -1%
> CCSc1nnc(NC(=O)CN2C(=O)NC3(CCCC3)C2=O)s1
    3, 1%, 2, 2.4%, 16, -1%, 2, -5, 4%
> COc1ccc2c(c1)nc1n2CN(CC2CCCO2)CN1Cc1ccccc1 (centres undefined)
    1, nt, 3, -1.0%, 8, nt, 4, nt, nt
> CCc1c(C(=O)NC2CCCCC2)[nH]c(C)c1C(C)=O
    19, -6%, 13, -0.2%, 103, -6%, -3, -1, 1%
> O=C(CN1CCN(C(=O)c2ccco2)CC1)Nc1ccc(F)cc1F
    9, 13%, 3, -1.6%, 6, 1%, -2, -16, -4%
> CN(C)S(=O)(=O)c1cc(NC(=O)CN2CCc3ccccc32)ccc1Cl
    5, 7%, 12, 0.2%, -6, 3%, -3, 6, 3%
> CC(=O)n1cc(/C=N/NC(=O)c2cccc(O)c2)c2ccccc21
    1, -2%, 20, 0.0%, -19, -1%, 3, 2, -3%
> CCCn1c(SCC(=O)Nc2cc(S(=O)(=O)N3CCOCC3)ccc2OC)n[nH]c1=O
    1, -5%, -20, -0.2%, 7, -9%, -7, 2, 4%
> COc1ccc(NC(C)=O)cc1NC(=O)CSc1nnc(-c2ccncc2)n1C
    2, -4%, 4, 2.4%, -22, 6%, 3, -3, 2%
> COc1ccccc1CNC(=O)CSc1ncc(S(=O)(=O)c2ccc(C)c(Cl)c2)c(=O)[nH]1
    1, 1%, -2, -0.1%, -13, -6%, -3, 3, 4%
> Nc1ccc(CSc2ccc(Cl)cc2)cc1
    4, -1%, -2, 2.9%, 5, -6%, -6, -5, 0%
> O=C(c1cc(-c2ccncc2)nc2ccccc12)N1CCN(Cc2ccccc2)CC1
    nt, 2%, nt, nt, nt, 4%, nt, -7, -2%
> Cc1ccccc1CSc1nnc2[nH]c(=O)cc(C)n12
    -2, -3%, -1, 1.6%, nt, 1%, 1, -3, 3%
> CC1(C)CC(=O)C2=C(C1)N(c1ccccc1C#N)C(N)=C(C#N)C2c1cccs1 (centres undefined)
    0, -5%, 2, -4.0%, -14, -1%, -8, -1, 0%
> O=C(Nn1cnnc1)c1cccc(S(=O)(=O)N2CCOCC2)c1
    7, -2%, 10, 0.7%, 1, -12%, 0, -3, 2%

Some entries already given with just GRP78 ERSR act.
structure | GRP78 ERSR act
COc1ccccc1NC(=O)C1CCCN(c2cnccn2)C1 (centres undefined) | -1%
CCCCOC(=O)Nc1ccc(OC)cc1S(=O)(=O)N1CCOCC1 | -4%
